Bioassay records as filed in PubChem.
AID inh: activation induced cytidine deaminase inhibition | Potency, µM (series often up to 115 µM), without a hit: top-dose activity change, negative = inhibition, actives largely listed as inhibitors | AID 1347428 | AID deamination FRET fluorescence, UDG-coupled, 4 h | Q9GZX7 | 0.32% of 91,000 active; further: nearly all actives have a fitted effect of over 25% in size
Target sequence (Q9GZX7 whole entry, looked up): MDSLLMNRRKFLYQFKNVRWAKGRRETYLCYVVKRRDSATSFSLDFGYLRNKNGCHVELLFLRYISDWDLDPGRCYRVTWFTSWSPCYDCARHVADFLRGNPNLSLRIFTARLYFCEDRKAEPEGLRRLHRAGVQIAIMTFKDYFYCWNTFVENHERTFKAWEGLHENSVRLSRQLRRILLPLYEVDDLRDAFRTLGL
UDG counterscr: counter-screen for AID inhibitors: uracil-DNA glycosylase inhibition; AID 1347430; 0.14% of 91,000 active; Potency, µM (highest dose often 115 µM), for the others: top-dose activity change, negative = inhibition, usual class: inhibitors; FRET deamination/UDG coupled assay, UDG read, 4 h; further: nearly all actives have a fitted effect of over 65% in size
* hit, by the source's call; ? = inconclusive; & = joins results of further samples; ! = not active in a repeat; [ ] = remark or other dose. The call rests on the fitted dose curve; in most records, active means well fitted curve in the direction sought with a large enough effect; inconclusive means small, poorly fitted or top-dose-only effect, or another doubt; inactive means no such curve, though single readings can be large; an effect the other way counts as inactive or inconclusive. On the % scale 0 is the no-effect control and ±100 the full control effect; potency means the concentration at half of the fitted maximal effect. An excerpt; count on the stated rates, not on these rows.

SMILES | AID inh | UDG counterscr
COc1ccc(C2CC(=O)c3cc(-c4nc(-c5cccc([N+](=O)[O-])c5)cs4)c(=O)n(-c4ccc(F)cc4)c3C2)cc1 (stereo not given) | 6% | 14%
CC(C)CN(CC(C)C)C(=O)CCS(=O)(=O)c1cc2c(cc1Cl)NC(=O)CO2 | 1% | 1%
CC(=O)NC12CC3CC(CC(C3)C1)C2 | -1% | -4%
Cc1ccc(-c2nc(CCNC(=O)Nc3cc(F)c(N(C)C)c(F)c3)co2)cc1 | -8% | -4%
CC1(C)CC(NC(=O)C2CCN(S(=O)(=O)c3ccc(C#N)cc3)CC2)CC(C)(C)N1 | 6% | -7%
CCOc1ccc(C(=O)NCCn2cc(SCC(=O)NCCc3ccc(OC)c(OC)c3)c3ccccc32)cc1 | -4% | -2%
CCOc1ccccc1Cn1c(SCC(=O)NC(C)(C)C)nc2c(sc3ncccc32)c1=O | 11% | 17%
CNC(=O)C(C)SCc1ccc(Br)cc1 (stereo not given) | 5% | -1%
Cc1cccc(CNC(=O)CCCNC(=O)C(C)(C)C)c1 | -5% | -2%
CN(C)C(=O)Cc1cccc(C(F)(F)F)c1 | 4% | 5%
COc1cc(Cl)c(NC(=O)C(NS(=O)(=O)c2cccs2)C(C)C)c(OC)c1 (stereo not given) | 23% | 3%
C=CCn1c(-n2nc(C)cc2C)nc2c1c(=O)n(C/C=C/C)c(=O)n2C | 2% | 0%
COc1ccc(C(CC(=O)Nc2ccc(F)c(Cl)c2)N2Cc3ccccc3C2=O)cc1OC (stereo not given) | ? | -4%
COc1ccc(/C(C#N)=C/c2ccc(OCCOc3ccccc3)cc2)cc1OC | -7% | -4%
O=C(NCc1ccc(Cl)cc1)C(=O)Nc1cccc2[nH]ccc12 | -6% | -3%
CCN1CCN(Cc2cc(=O)oc3cc(C)cc(O)c23)CC1 | 3% | -1%
COc1ccc(N2CCN(C(=O)CCCCn3c(=O)[nH]c4ccsc4c3=O)CC2)cc1 | 22% | -5%
CCn1cc2nc(SCC(=O)Nc3ccccc3F)n(Cc3ccc(C)cc3)c(=O)c2n1 | -27% | -4%
COc1cc(-c2ccno2)ccc1S(=O)(=O)N1CCN(c2ccc(F)cc2)CC1 | -9% | ?
CCOc1ccc(C(=O)Nc2ccc(-c3nc4cc(C)ccc4o3)cc2)cc1 | 20% | -2%
O=C1CC(=O)Nc2cc(S(=O)(=O)N3CCOc4ccc(Cl)cc43)ccc2N1 | 1% | -16%
CN(CC(=O)Nc1c(Cl)cccc1Cl)C(=O)c1cccc(-n2cccc2)c1 | 1% | 4%
COc1cc(NC(=O)c2ccc(C)cc2)ccc1NC(=O)c1cc2ccccc2o1 | 8% | 52%[activator]
Cc1cc(C)c(SCC(=O)NC(C)(C)C)c(C)c1 | -1% | 2%
Cc1ccc(NC(=O)CCc2c[nH]c3ccccc23)cc1 | -8% | -7%
Carrying on.
SMILES | AID inh | UDG counterscr
COc1ccccc1NC1(c2nnnn2-c2ccccc2)CCCCC1 | -20% | -4%
O=S(=O)(Nc1cccc(-c2ccc(N3CCOCC3)nn2)c1)c1ccccc1C(F)(F)F | 0% | -13%
CC1CCN(C(=O)CSc2nnc(-c3ccco3)n2N)CC1 | 149%[activator] | 3%
CCN(C(=O)c1sc2nc3n(c(=O)c2c1C)CCCCC3)c1ccc(OC)cc1 | -9% | -8%
CCOC(=O)c1ccc(NC(=O)C2CCN(C(=O)N3CC(C)Oc4ccc(C)cc43)CC2)cc1 (stereo not given) | -17% | -16%
COc1ccc(/C=C/C(=O)C2(C)CCCCC2)cc1 | -3% | 3%
COc1ccc2nc(NC(=O)c3nc(SCc4cccc(C)c4)ncc3Cl)sc2c1 | 0% | 7%
Cc1cc(C)n(-c2nnc(Nc3cc(Cl)ccc3C)c3ccccc23)n1 | -9% | 32%[activator]
O=C(NCc1ccccc1Cl)C(=O)NCC(c1ccco1)S(=O)(=O)c1cccs1 (stereo not given) | 10% | 0%
COc1c(CC2CC(c3ccc(F)cc3)=NO2)cc2c(c1OC)OCO2 (stereo not given) | -11% | -6%
COc1ccc(CNC(=O)c2ccc(Cn3c(=O)c4cccn4c4cccnc43)cc2)c(OC)c1 | 0% | -3%
CN1C(C(=O)c2ccccc2)=C(NC(=O)c2ccc(F)cc2)c2ccccc2S1(=O)=O | 7% | 5%
Cc1cccc(N2C(N)=C(C#N)C3(C(=O)N(Cc4cccc(F)c4)c4ccccc43)C3=C2COC3=O)c1 (stereo not given) | -5% | -2%
CC(C)Nc1ccc(-c2nc(-c3ccncc3)no2)cc1[N+](=O)[O-] | 5% | ?
COc1ccc(C(=O)c2c(N)c(C#N)c3n2CCC3)cc1 | -16% | -7%
Cc1cccc(-c2noc(-c3ccc(NCc4cccnc4)c([N+](=O)[O-])c3)n2)c1 | -2% | -15%
CCCc1cc(=O)oc2cc(OCC(=O)c3ccccc3)ccc12 | -14% | -5%
CC(C)n1cnc2cc(NCc3ccccn3)ccc21 | 64%[activator] | 0%
COc1ccc2ncc3c(-c4ccc(C)c(C)c4)nn(CC(=O)NC4CCCCC4)c3c2c1 | 9% | 0%
COC(=O)c1c(NC(C)=O)c2c3c(sc2n1Cc1cc(C)ccc1C)CCCC3 | 30%[activator] | -15%[57.5 µM]
COc1ccc(Cl)cc1S(=O)(=O)Nc1ccc2c(c1)n(C)c(=O)n2C | 33%[activator] | -7%
C/C(=N/Nc1ccc(S(=O)(=O)Nc2ccc(Cl)cc2)cc1[N+](=O)[O-])c1ccco1 | -7% | 2%
CCc1ccc(C(NS(=O)(=O)c2cccs2)c2cccs2)cc1 (stereo not given) | -7% | 1%
O=C1NC2(CCCCC2)NN1c1ccc(Br)cc1 | -10% | 7%
COc1ccc(Nc2nc3ccccc3nc2NS(=O)(=O)c2ccc(Cl)cc2)cc1OC | 79µM*! | -5%&5%

Reformatted as tab-separated lines: entries from further up.
SMILES	AID inh	UDG counterscr
O=C1CC(=O)Nc2cc(S(=O)(=O)N3CCOc4ccc(Cl)cc43)ccc2N1	1%	-16%
CCOc1ccc(C(=O)NCCn2cc(SCC(=O)NCCc3ccc(OC)c(OC)c3)c3ccccc32)cc1	-4%	-2%
CN(C)C(=O)Cc1cccc(C(F)(F)F)c1	4%	5%
COc1cc(Cl)c(NC(=O)C(NS(=O)(=O)c2cccs2)C(C)C)c(OC)c1 (stereo not given)	23%	3%
Cc1cc(C)n(-c2nnc(Nc3cc(Cl)ccc3C)c3ccccc23)n1	-9%	32%[activator]
CCN(C(=O)c1sc2nc3n(c(=O)c2c1C)CCCCC3)c1ccc(OC)cc1	-9%	-8%
CC1CCN(C(=O)CSc2nnc(-c3ccco3)n2N)CC1	149%[activator]	3%

(list continues)
SMILES | AID inh | UDG counterscr
CCOc1ccc(NC(=O)CCc2c(C)nc3cc(-c4ccc(Cl)cc4)nn3c2C)cc1 | -12% | -9%
O=C(Nc1ccc(CN2CCCC2)cc1)c1n[nH]c2ccccc12 | 6% | 12%
COc1cccc(/C=C(\C#N)c2nc3ccccc3[nH]2)c1OC | 18% | -4%
CCOC(=O)Cn1cnc2onc(-c3ccc(F)cc3)c2c1=O | -5% | 0%
O=c1oc2cc(O)ccc2cc1-c1nnc(Nc2ccc(Cl)cc2Cl)s1 | -13% | 9%
O=C(N/N=C/c1ccc(OCCCOc2ccccc2Cl)cc1)c1cccc(Cl)c1 | -7% | -3%
CCOC(=O)c1c(NC(=O)/C=C/c2ccc(OCC)cc2)sc2c1CCCC2 | -2% | 12%
COC(=O)c1ccc(OC(=O)c2cc(-c3cccs3)nc3ccccc23)cc1 | -1% | 5%
CC(C)c1ccccc1NC(=O)/C=C/c1c(F)cccc1Cl | -4% | 0%
Nc1cccc(C(=O)/C=C/c2ccc(F)cc2)c1 | -19% | -11%
COC(=O)c1ccc(C(=O)NCCc2ccccc2)cc1 | 0% | -2%
CC1=C(C(=O)Nc2ccccc2C)C(c2cccnc2)n2nc(SCc3ccccc3)nc2N1 (stereo not given) | -2% | 8%
COc1ccc(CCNC(=O)CCCn2c(=O)c3ccccc3n(CC(=O)Nc3ccccc3C)c2=O)cc1OC | -12% | -5%
COc1ccc(CNCC(=O)O)cc1 | 0% | -7%
COCCn1cnnc1SCCOc1ccc(F)cc1 | -13% | -15%
CCN1C(=O)c2ccccc2S(=O)c2ccc(C(=O)NCc3ccc(F)cc3)cc21 (stereo not given) | -26% | -6%
CN(Cc1ccco1)C(=O)c1cc2cc(Br)ccc2[nH]1 | 32%[activator] | -3%
COc1ccc(OC)c(C(=O)c2c(N)c(-c3nc(-c4ccc(C)c(C)c4)cs3)c3ccccn23)c1 | 0% | 14%
O=C(CN(C1CCCCC1)S(=O)(=O)c1ccc(Br)cc1)Nc1ccc(F)cc1F | -23% | -7%
CC[N+]1(C)CC2CCC(C)(C1)C2(C)C (stereo not given) | 4% | 0%
O=c1c2cnc(N3CCc4ccccc4C3)nc2ccn1-c1ccccc1F | ? | -9%
CCOc1ccc(/C=C/c2nc(C#N)c(NCCN3CCOCC3)o2)cc1 | -4% | 0%
Cc1c(C(=O)N2CCC(C)CC2)c(S(=O)(=O)Nc2ccc(OC(F)(F)F)cc2)c(C)n1C | 3% | -2%
COc1ccc(C(=O)c2ccc(Br)cc2)cc1C | -3% | -1%
O=S(=O)(O)NCC(O)CCl (stereo not given) | -2% | 1%
(next part)
SMILES | AID inh | UDG counterscr
O=C(N/N=C1\CC2CCC1C2)c1ccccc1Br (stereo not given) | -3% | 10%
Cc1[nH]c2ccccc2c1C(=O)C(Cl)c1ccccc1 (stereo not given) | 0% | 4%
CC(C(=O)Nc1ccc(F)cc1F)N1CCC(C(=O)NCc2ccccc2)CC1 (stereo not given) | -8% | -10%
CCCSc1nn(CCN(C)C)c2nc3sc4c(c3c(=O)n12)CCCCC4 | 45%[activator] | -2%
COc1ccc(NC(=O)CCS(=O)(=O)c2nc(-c3cccs3)cc(C(F)(F)F)n2)cc1OC | 71%[activator] | -2%
Clc1ccc(CO/N=C/c2ccc(OCc3ccccc3)cc2)c(Cl)c1 | 1% | -4%
CCN(CC)c1ccc(C=Nc2ccc(Nc3ccccc3)cc2)cc1 | -25% | -1%
COc1ccc(C)cc1NC(=O)COC(=O)c1ccccc1C | 8% | 1%
Cc1c(C(=O)NCCc2ccc(S(N)(=O)=O)cc2)sc2nc3n(c(=O)c12)CCCC3 | 0% | 13%
Cc1ccc(NC(=O)CCN=C2NS(=O)(=O)c3ccccc32)cc1Cl | -4% | -2%
CCC(=O)N(C)C(C)c1cccs1 (stereo not given) | -2% | -3%
CC(Oc1ccccc1Cl)C(=O)N1CCC(c2nc3ccccc3o2)CC1 (stereo not given) | -9% | -8%
CC(=O)Nc1cccc(OC(=O)C23CC4CC(CC(C4)C2)C3)c1 | 1% | -2%
COc1cc(C(=O)Nc2cc(C)ccc2OCc2cc(=O)n3cc(C)sc3n2)cc(OC)c1OC | -2% | 6%[57.5 µM]
CCOc1ccc(OCCOCCOc2ccccc2)cc1 | -4% | -5%
CC(=O)c1ccc(N2CCN(C(=O)Nc3cn(CC(C)C)c(=O)c4ccccc34)CC2)cc1 | 36%[activator] | -5%
O=C(O)CSCc1ccccc1 | -11% | -4%
CCOc1cccc(C(=O)Nc2nc3c(s2)CC(C(C)(C)C)CC3)c1 (stereo not given) | 23% | -12%
CC1CC(=O)N(CC(=O)Nc2ccc(OC(F)(F)F)cc2)c2ccccc2S1 (stereo not given) | -5% | 15%
NS(=O)(=O)c1ccc(-c2ccc(/C=N/Nc3ccc(S(=O)(=O)Nc4ccccc4)cc3[N+](=O)[O-])o2)cc1 | -10% | -2%
O=C(O)c1cccc(NC(NC(=O)c2cccs2)C(=O)c2ccccc2)c1 (stereo not given) | -8% | 2%
CCCCCCCOC(=O)Nc1ccc(C)cc1 | -9% | -5%
COc1cc(/C=N/OCc2cccc(Br)c2)cc(OC)c1OC | -13% | 0%
O=C1CCN=C(S/C(=C/c2ccc(Cl)cc2)C(=O)O)N1 | -7% | 3%
COc1ccc(CNC(=O)C2CCN(Cc3nc(-c4ccc(OC)c(OC)c4)oc3C)CC2)cc1 | -14% | -18%
Additional entries follow:
SMILES | AID inh | UDG counterscr
Cc1ccc(-c2nn3c(C)nnc3c3ccccc23)cc1S(=O)(=O)NCCO | -1% | 17%
COc1cc(/C=C(/C#N)c2nc3ccccc3[nH]2)ccc1OC(F)F | -10% | -3%
Cc1cccc(NC(NC(=O)c2ccc(Cl)cc2)C(Cl)(Cl)Cl)c1 (stereo not given) | -12% | -5%
Cc1cc(C)c2oc(C(=O)Nc3sc4c(c3C(=O)NCc3ccco3)CCCC4)cc(=O)c2c1 | -17% | -4%[57.5 µM]
CCc1ccc(-n2nc3cc(C)c(NC(=O)c4cc(OC)cc(OC)c4)cc3n2)cc1 | 62%[activator] | 3%
O=C(CCC1CCCC1)NCc1cccnc1 | 8% | 1%
CCCOc1ccc(C2c3c(oc4ccccc4c3=O)C(=O)N2c2nc(C)c(C(=O)OCC)s2)cc1 (stereo not given) | 31%[activator][57.5 µM] | 6%[57.5 µM]
COc1ccc(-c2nn(-c3ccc(C)c(Cl)c3)c3c2cnc2cc(OC)c(OC)cc23)cc1 | 10% | 53%[activator]
Cc1cc(C)c(NC(=O)Cn2c(=O)n(Cc3ccc(C(=O)NCc4ccc5c(c4)OCO5)cc3)c(=O)c3ccccc32)c(C)c1 | ? | 3%

Exported as a markdown table: 2 of the compounds above.
| Molecule | AID inh | UDG counterscr |
| --- | --- | --- |
| COc1cc(/C=C(/C#N)c2nc3ccccc3[nH]2)ccc1OC(F)F | -10% | -3% |
| Cc1cccc(NC(NC(=O)c2ccc(Cl)cc2)C(Cl)(Cl)Cl)c1 (stereo not given) | -12% | -5% |
